HEK293 tox = cytotoxic in the GLP-1 receptor inverse agonist counter-screen | HEK293 cAMP-luciferase reporter cells, luminescence, 24 h | Potency, µM (titrated, usually from 38.3 µM), without a hit: top-dose activity change, negative = inhibition, actives largely listed as inhibitors | 410,000 compounds, 0.13% hits | AID 624418;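 further: loss of luciferase light is scored as toxicity; potency means the concentration at half of the fitted maximal effect; on the % scale 0 is the no-effect control and ±100 the full control effect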
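Cells in DMEM/10% Nu serum/1% pen-strep, 1536-well format. Pre-incubated 12 h, dosed with 23 nL compound, incubated a further 24 h. Luciferase detection, 12 min at room temp, luminescence.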
GLP-1R inv ag = GLP-1 receptor (human) inverse agonism; Potency, µM (doses to about 38.3 µM), inactives show at the top dose activity change, negative = inhibition, most hits filed as inhibitors; P43220; HEK293 GLP-1R CRE-luciferase, luminescence, 24 h; GLP-1R form is constitutively active; 410,000 compounds, 1.6% hits; further: potency means the concentration at half of the fitted maximal effect; on the % scale 0 is the no-effect control and ±100 the full control effect; nearly all actives have a fitted effect of over 55% in size
Target sequence (P43220 whole entry, looked up): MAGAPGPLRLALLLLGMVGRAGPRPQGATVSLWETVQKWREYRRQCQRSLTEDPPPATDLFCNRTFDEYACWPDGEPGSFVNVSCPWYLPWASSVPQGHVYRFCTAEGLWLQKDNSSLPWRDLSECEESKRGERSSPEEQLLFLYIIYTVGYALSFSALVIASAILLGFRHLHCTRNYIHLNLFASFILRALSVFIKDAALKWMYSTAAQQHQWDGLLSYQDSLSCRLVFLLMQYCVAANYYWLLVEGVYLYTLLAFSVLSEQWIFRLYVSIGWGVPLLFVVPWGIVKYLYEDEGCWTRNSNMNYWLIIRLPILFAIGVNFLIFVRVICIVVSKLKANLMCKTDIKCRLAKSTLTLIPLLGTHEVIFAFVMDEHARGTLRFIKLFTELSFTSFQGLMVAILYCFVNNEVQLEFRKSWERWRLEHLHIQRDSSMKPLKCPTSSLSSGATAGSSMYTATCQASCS
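GLP-1R inverse agonism mode: basal reporter luminescence in engineered HEK293 cells measured after one day of compound exposure at 37 deg C, with a 12 min room-temperature detection step.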
DRD3 agonist = agonists of human D3 dopamine receptor | P35462 | D3R DiscoveRx beta-arrestin cells, luminescence, 90 min | max activation, % | 410,000 compounds, 0.58% hits; in the data active means max activation above about 30%; further: 0% is about no effect; mostly tested at two doses, the higher about 12 µM
Target sequence (P35462 whole entry, looked up): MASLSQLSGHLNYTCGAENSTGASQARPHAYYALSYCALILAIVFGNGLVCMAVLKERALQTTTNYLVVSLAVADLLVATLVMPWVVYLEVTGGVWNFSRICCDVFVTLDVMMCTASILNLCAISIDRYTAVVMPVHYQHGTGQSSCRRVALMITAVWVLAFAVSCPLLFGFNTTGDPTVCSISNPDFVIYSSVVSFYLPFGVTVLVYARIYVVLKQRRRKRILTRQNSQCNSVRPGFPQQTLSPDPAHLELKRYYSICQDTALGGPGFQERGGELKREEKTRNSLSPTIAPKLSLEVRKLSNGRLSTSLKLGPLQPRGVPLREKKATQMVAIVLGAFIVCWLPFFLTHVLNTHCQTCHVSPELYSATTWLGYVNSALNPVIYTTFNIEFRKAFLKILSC
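Cells at 1500/well, incubated overnight, then treated with pinned compounds (dopamine as control) for 90 min at 37 degrees C. DiscoveRx reagent added for 30 - 60 minutes at room temperature; luminescence read.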
PTHR1 ag = PTHR1 (human) receptor agonism. 410,000 compounds, 0.075% hits. Q03431. Potency, µM (top dose mostly 115 µM), for inactives: at the top dose activation, hits mostly activators. AID 743266. HEK293 GP2 PTHR1 cells, GloSensor cAMP luminescence, 1 h; further: potency means the concentration at half of the fitted maximal effect; nearly all actives have a fitted effect of over 55% in size; some results filed as inactive show a strong effect at the top dose; inactives centre near -15; many of its hits are not listed in these tables
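HEK-293-derived GP2 cells expressing PTHR1 and a GloSensor cAMP reporter, 3,000/well, plated overnight, given luciferin plus IBMX (each 0.5 mM as added) for 1 h at 37 °C, then compound for 1 h at 37 °C. Luminescence was read after 15 min at room temperature.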
TDP-43 yeast inh = TDP-43 toxicity inhibition in yeast; TDP-43 expressing yeast growth rescue, BacTiter-Glo, 24 h; Potency, µM (titrated, usually from 46.1 µM), for inactives: at the highest dose growth rescue (activation), most hits filed as activators; 410,000 compounds, 1.8% hits; further: potency means the concentration at half of the fitted maximal effect; % of control where 0% means no effect; nearly all actives have a fitted effect of over 50% in size
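Cell-based yeast growth screen: TDP-43 expression induced in galactose, inoculum OD600=0.02 after raffinose pregrowth to mid-log. Read-out BacTiter-Glo luminescence at 24 hr, 30 deg C; inhibition of toxicity seen as signal increase.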
GLP-1R agonist = activates the human GLP-1 receptor; Potency, µM (series often up to 45.6 µM), for inactives: at the highest dose activation, hits mostly activators; HEK293 GLP-1R CRE-luciferase, luminescence, 4-6 h; cells express a hypersensitive GLP-1R form; P43220; 380,000 compounds, 0.007% hits; AID 624172; further: potency means the concentration at half of the fitted maximal effect; % of control where 0% means no effect
D3 antag = blocks the human D3 dopamine receptor; P35462; D3R cells, DiscoveRx beta-arrestin luminescence, antagonist mode; stronger effect = lower value; max response, negative = inhibition, %; 360,000 compounds, 2.5% hits; AID 652054; in the data active means max response below about -50%; inconclusive means no clear call, values can overlap the other calls; further: on the % scale 0 is the no-effect control and ±100 the full control effect; mostly tested at two doses, the higher about 12 µM
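Cells plated overnight at 1500 cells/well, then exposed to library compounds with dopamine controls for 90 minutes at 37 degrees C. DiscoveRx reagent added for 30–60 minutes at room temperature; luminescence read, quantitative HTS format.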
KB-V1 MDR tox = kills drug-selected multidrug resistant KB-V1 cells. AID 1347076. KB-V1 MDR cells viability, CellTiter-Glo, 72 h. Potency, µM (doses to about 46.1 µM), for inactives: at the highest dose activity change, negative = cytotoxicity, usual class: cytotoxic. 400,000 compounds, 3.4% hits; further: potency means the concentration at half of the fitted maximal effect; on the % scale 0 is the no-effect control and ±100 the full control effect; nearly all actives have a fitted effect of over 60% in size
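KB-V1 MDR subline cells in DMEM (phenol-red free, 10% FBS) exposed to compounds in qHTS concentration series for 72 h at 37 degrees C. Viability read by CellTiter-Glo luminescence; concentration-effect curves fitted after normalization and correction.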
aSyn yeast inh = inhibitors of alpha-synuclein toxicity in yeast; Potency, µM (titrated, usually from 46.1 µM), inactives show at the highest dose growth rescue (activation), most hits filed as activators; 370,000 compounds, 0.14% hits; Yeast expressing alpha-synuclein, growth rescue, BacTiter-Glo, 24 h; further: potency means the concentration at half of the fitted maximal effect; % of control where 0% means no effect; nearly all actives have a fitted effect of over 65% in size
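Rescue of yeast growth: cells expressing toxic alpha-synuclein, induced in galactose at OD600 0.02, incubated with compound 24 h at 30 C. ATP luminescence quantified growth; inhibitors of toxicity appear as activators.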
Starred values were filed as active, the others as inactive; i = inactive; ? = inconclusive; . = no result given; [ ] = another dose, or the depositor's remark. Unless noted, the call rests on the fitted dose curve; in most records, active means well fitted curve in the direction sought with a large enough effect; inconclusive means small, poorly fitted or top-dose-only effect, or another doubt; inactive means no such curve, though single readings can be large; an effect the other way counts as inactive or inconclusive. These rows are one share of the data; rates above refer to the full screens.

SMILES | HEK293 tox | GLP-1R inv ag | DRD3 agonist | PTHR1 ag | TDP-43 yeast inh | GLP-1R agonist | D3 antag | KB-V1 MDR tox | aSyn yeast inh
O=C(Nn1cnnc1)c1ccc(OC(F)(F)C(F)C(F)(F)F)cc1 (stereo not given) | 0% | 24% | -10 | ? | -7% | -3% | 4 | -9% | 5%
O=C(CSc1nnc(Cc2cccs2)n1C1CCCCC1)N1CCN(C(=O)c2ccco2)CC1 | -8% | -17% | -8 | -6%[57.5 µM] | -5% | 0% | -62* | -6% | 1%
O=C(Nc1ccc(S(=O)(=O)N2CCCCCC2)cc1)c1cc(=O)c2ccccc2o1 | -7% | 5% | 3 | -25% | ? | . | . | -2% | .
CC=Cc1cc2c(c(=O)o1)C(=O)C(O)C(C)O2 (stereo not given) | ? | ? | 2 | i | 19% | -17% | ? | -28% | 16%
COc1cc(/C=C2\SC(=S)N(CCC(=O)NCCc3ccccc3)C2=O)cc(OC)c1OC | 6% | 10% | -1 | -29% | 5% | 1% | 9 | ? | -2%
Cc1sc(N2CCN(S(=O)(=O)c3ccc4c(c3)NC(=O)CO4)CC2)nc1-c1ccccc1 | -11% | 5% | 7 | i | ? | -4% | 18 | -12% | 3%
O=C(Cn1c(NCCO)nc2ccccc21)c1ccc(Cl)cc1Cl | -15% | ? | 5 | -2% | -7% | 4% | -1 | 0% | 4%
Cn1c(-c2ccccc2)cc(=O)c2ccccc21 | 1% | 6% | 3 | -24%[57.5 µM] | -20% | 0% | 11 | 8% | -10%
CCN(Cc1ccccc1)Cc1cc(OC)cc(OC)c1 | 17% | 0% | -51 | -8%[57.5 µM] | 4% | -2% | -56* | ? | -1%
CC(Oc1cccc(Cl)c1)C(=O)NC1CC(C)(C)NC(C)(C)C1 (stereo not given) | -3% | -15% | -13 | -2% | -16% | -8% | 25 | . | -2%
CCCc1[nH]n(-c2nc3ccccc3s2)c(=O)c1C=NCCCN(CC)CC | -7% | -11% | 5 | -5% | -15%[9.22 µM] | 7% | 13 | 18% | -4%
CCOC(=O)COc1cc2c(C(=O)OCC)c(C)oc2cc1Br | 5% | 32%[activator] | 35* | i | 22% | -13% | -6 | -9% | 3%
Cc1cccc(N2CN(Cc3ccco3)CNC2=S)c1C | -11% | 10% | 2 | -12% | -13% | 7% | 2 | 0% | -6%
O=C(N=C1SC2CS(=O)(=O)CC2N1c1ccc(F)c(Cl)c1)C1CCCO1 (stereo not given) | -2% | 5% | 1 | -11% | -4% | 1% | 10 | 0% | 0%
CCOc1cc(OCC)cc(C(=O)N2CCC[C@H]2C(=O)N2CCC[C@H]2C(=O)NCc2ccccn2)c1 | 7% | 21% | -6 | -23% | 20% | 27% | 7 | 12% | 4%
O=C(Nc1ccc(N2CCCCC2)c(Cl)c1)c1ncn[nH]1 | -10% | 11% | -4 | -16%[57.5 µM] | 16% | -21% | -4 | -19% | 6%
CC(NS(=O)(=O)c1ccc2[nH]c(=O)[nH]c2c1)c1ccc(F)cc1 (stereo not given) | -12% | -8% | -10 | i | -8% | -4% | ? | 23% | -1%
Cc1c(-c2ccc(F)cc2)[n+](=O)c(-c2ccc(F)cc2)c(C)n1[O-] | -2% | 0% | 0 | i | 14% | -10% | ? | ? | 7%
COc1ccccc1NC1=NC(c2ccc(Cl)cc2)N=C(N)N1 (stereo not given) | -16% | ? | -6 | i | 15% | 0% | ? | -2% | 5%
Cc1ccc2c(c1)c1c(c(=O)n(-c3cccc(Cl)c3)c(=O)n1CC(N)=O)n2C | 4% | 16% | 6 | i | 25% | 1% | . | ? | .
Cc1noc(C)c1C(=O)OC(C)C(=O)Nc1ccc([N+](=O)[O-])cc1C(F)(F)F (stereo not given) | 3% | 12% | 5 | i | 13% | 1% | -8 | -4% | 5%
Clc1nc2c(-c3ccccc3)nnn2c2ccccc12 | 8% | 36%[activator] | -4 | i | 6.3µM* | 3% | -6 | -9% | -16%
CCCn1c(SCC(=O)O)nc2ccccc21 | 5% | 1% | -3 | i | -25% | -2% | -21 | 1% | -6%
CCc1ccc(N2CC(C(=O)N3CCN(c4ccc([N+](=O)[O-])cc4)CC3)CC2=O)cc1 (stereo not given) | -3% | 1% | 3 | i | 12% | -1% | 1 | 16% | -4%
CCCCCC(C)NC(=O)c1ccoc1C (stereo not given) | 21% | 0% | 1 | -23%[57.5 µM] | -41%[inhibitor] | 2% | -16 | -5% | -36%[inhibitor]
Next part
SMILES | HEK293 tox | GLP-1R inv ag | DRD3 agonist | PTHR1 ag | TDP-43 yeast inh | GLP-1R agonist | D3 antag | KB-V1 MDR tox | aSyn yeast inh
CC(=O)Nc1ccc(NC(=O)c2cc(-c3cc(C)c(C)cc3O)n[nH]2)cc1 | 1% | 18% | 11 | -7% | 12% | 7% | 13 | 0% | -1%
CCOc1ccc(CCNC(=O)CCc2c(C)nc3ncnn3c2C)cc1OCC | 0% | 6% | 0 | i | 18% | 3% | 13 | 20% | -5%
C[C@@H]1CN([C@@H](C)CO)C(=O)c2cc(NC(=O)C3CC3)ccc2O[C@@H]1CN(C)Cc1ccc(Cl)c(Cl)c1 | -24% | 11µM* | -13 | i | 18% | -1% | -7 | 0% | 0%
CCSC1=C(C#N)C(CC(C)C)C2=C(CCCC2=O)N1 (stereo not given) | 12% | -20% | 5 | -10% | 8% | -1% | -15 | -5% | -10%
Cc1cc(C(=O)C(=O)NC(C)C)c(C)n1-c1ccc([N+](=O)[O-])cc1 | 9% | -9% | -8 | -25% | -33% | 13% | 8 | -10% | -1%
COc1ccc(CNC(C)C(=O)Nc2ccc3ccccc3c2)cc1OC (stereo not given) | -2% | 9% | -1 | -11% | -1% | ? | -10 | ? | -3%
Cc1cc(C)cc(OCc2nnc(SCC(=O)N3CCCCC3)o2)c1 | 0% | ? | -10 | -6% | 7% | 12% | 8 | ? | 6%
CC(=O)Nc1cc(-c2cccc(C(=O)NCCN(C)C)c2)cn2c(-c3ccc(S(C)(=O)=O)cc3)cnc12 | 2% | 13% | 1 | -17% | 8% | 20% | -8 | 4% | 1%
O=C(O)c1nn(-c2ccccc2)nc1-c1nn(-c2ccccc2)nc1C(=O)O | -16% | 0% | 1 | -15% | 5% | -1% | ? | 18% | -1%
C[C@H](CO)N1C[C@H](C)[C@H](CN(C)Cc2cncnc2)Oc2ncc(C#CC3(O)CCCC3)cc2C1=O | -16% | 3% | 4 | -13% | 12% | 8% | 14 | -1% | 5%
CN1CCN(c2nc(-c3cccs3)cc(C(F)(F)F)n2)CC1 | -19% | ? | -5 | -16%[57.5 µM] | 5% | 7% | -94* | 16µM* | -6%
CCCCOc1ccc(Cl)cc1CSc1nnc(CC)n1N | 3% | -26% | -2 | ? | -9% | 14% | 10 | 4% | 0%
CCCOc1cc(C)c(S(=O)(=O)n2nnc3ccccc32)cc1C | -2% | 0% | -7 | i | -3% | -17% | 21 | 0% | 3%
O=C(Nc1ccc(F)cc1)C1CCCN(S(=O)(=O)c2cccc3nonc23)C1 (stereo not given) | 8% | 2% | 13 | -4% | -25% | 8% | 2 | 1% | 0%
CC(Sc1nnc(-c2ccc(Cl)cc2Cl)n1Cc1ccccc1)C(=O)Nc1nccs1 (stereo not given) | -18% | ? | 1 | i | 7% | -4% | 11 | ? | 3%
C[C@H](NC(=O)NC1CCCc2ccccc21)C(=O)O (stereo not given in full) | -7% | -1% | 7 | -22%[57.5 µM] | 3% | -3% | 0 | 6% | -6%
COc1ccccc1P(=O)(c1ccccc1)c1ccccc1 | -12% | -5% | 1 | i | 12% | 8% | 5 | 27% | -2%
Cc1cc[n+](CCc2ccccc2)cc1C | 9% | 16% | -2 | 0% | 21% | -2% | 15 | 7% | 4%
CC(O)[C@H]1CC[C@H]2[C@@H]3CC[C@H]4C[C@@H](O)CC[C@]4(C)[C@H]3C(=O)C[C@]12C (stereo not given in full) | -8% | -12% | -3 | -23% | 15% | 10% | -17 | -13% | -3%
COc1ccccc1NC(=O)Cn1cnc2c(nnn2-c2ccc(C)cc2)c1=O | -11% | -3% | 0 | -13% | 11% | 1% | 1 | 7% | -6%
CC1(C)CC(=O)C2(CC3=C(CC(C)(C)CC3=O)O2)C(=O)C1 | -11% | 6% | 6 | -2%[57.5 µM] | -12% | -8% | -24 | 8% | 6%
Clc1ccccc1-c1ncc2ccccn12 | 10% | 11% | 1 | -11% | 8% | 3% | -8 | -12% | 5%
COc1ccc(C2=C(C)C(N3CCN(C(=O)c4ccco4)CC3)=NS2(=O)=O)cc1 | -2% | 3% | 4 | -28% | -13% | -5% | -2 | 0% | -5%
CN(C)c1ccc(NC(=O)Nc2csc3ccccc23)cc1 | -20% | ? | 1 | -29% | -8%[1.82 µM] | 11% | -15 | 0% | -9%
COc1ccc(CN(C(=O)Nc2ccccc2)c2ccccn2)cc1OC | -10% | 8% | 5 | i | ? | . | . | 0% | .
COc1cccc(C(=O)N2CCCc3ccccc32)c1 | ? | -13% | 3 | -9%[57.5 µM] | ? | ? | -17 | ? | 4%
O=C(O)CCCCCNC(=O)CCn1nnc2ccccc2c1=O | 5% | 0% | 1 | -12%[57.5 µM] | -17% | -4% | -52* | -1% | -1%

An excerpt from further up:
SMILES | HEK293 tox | GLP-1R inv ag | DRD3 agonist | PTHR1 ag | TDP-43 yeast inh | GLP-1R agonist | D3 antag | KB-V1 MDR tox | aSyn yeast inh
COc1cccc(C(=O)N2CCCc3ccccc32)c1 | ? | -13% | 3 | -9%[57.5 µM] | ? | ? | -17 | ? | 4%
O=C(O)CCCCCNC(=O)CCn1nnc2ccccc2c1=O | 5% | 0% | 1 | -12%[57.5 µM] | -17% | -4% | -52* | -1% | -1%

Screens: PubChem BioAssay, National Center for Advancing Translational Sciences (NCATS)
